Assay outcomes: PubChem, several laboratories
PKA-R1A act = activators of PKA-R1A complex; activation, % at 11.4 µM; 340,000 tested, 0.083% active; AID 504707; PKA-R1A dissociation, Cy5-IP20 fluorescence polarization; scaled: DMSO 0%, 113 µM cGMP 100%; P00514+P68181;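 active means percent activation above the mean of all tested compounds plus 3 SD, cut at about 19% in these data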;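 further: higher means more PKAc released from R1A so a rise in polarization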
MOR-DOR inv ag = mu-delta opioid heterodimer inverse agonism. P35372+P41143. cell-based MOR-DOR heterodimer luminescence. inhibition, % at 9.3 µM. 340,000 tested, 0.21% active; in the data active means inhibition above about 22%, passing the limit was not always enough;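 further: 0% = cells with DMSO and 100% = wells without cells with DMSO; values of inactives mirror those of a sister screen read the other way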
Tat transport = inhibitors of E. coli Tat protein transport. E. coli MC4100 TorA-mCherry Tat export, fluorescence. inhibition, % at 10 µM. 340,000 tested, 0.036% active;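 active means mean replicate inhibition at least 50% and at least half of replicates individually reaching 50%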;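 further: exported cargo escapes ClpAP degradation while cytoplasmic cargo is degraded and loses fluorescence; 0% = median of neutral control wells and 100% = median of NaSCN control wells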
PKA-R2B act = activators of human PKA-R2B complex; PKA-R2B holoenzyme dissociation, Cy5-IP20 fluorescence polarization; R2B truncated from residue 108, S112A mutant; 0% DMSO only, 100% 113 µM cGMP; 340,000 tested, 0.079% active; AID 504700; P22694+P31323; activation, % at 11.4 µM;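 active means activation above a cutoff set at the mean over all compounds plus 3 SD, cut at about 18% in these data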;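 further: higher means more holoenzyme dissociation and a rise in polarization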
Target sequence (P31323 whole entry, looked up, other chains not shown, the tested form may be a part): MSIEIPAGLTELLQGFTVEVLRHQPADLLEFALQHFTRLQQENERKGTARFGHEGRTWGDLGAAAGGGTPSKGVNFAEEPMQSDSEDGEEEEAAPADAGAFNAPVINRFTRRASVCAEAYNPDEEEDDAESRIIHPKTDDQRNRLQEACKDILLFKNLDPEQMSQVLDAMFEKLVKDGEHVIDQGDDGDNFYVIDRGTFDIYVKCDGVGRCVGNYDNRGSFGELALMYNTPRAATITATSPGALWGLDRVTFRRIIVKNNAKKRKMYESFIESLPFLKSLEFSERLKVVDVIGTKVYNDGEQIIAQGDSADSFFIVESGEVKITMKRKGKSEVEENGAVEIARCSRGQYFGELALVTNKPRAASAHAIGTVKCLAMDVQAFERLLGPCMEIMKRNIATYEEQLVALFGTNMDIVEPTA
HTR5A inv ag = HTR5A inverse agonism, opioid heterodimer counter-screen | P47898 | HTR5A cell line, luminescence | inhibition, % at 9.3 µM | 340,000 tested, 0.083% active; in the data active means inhibition mostly above about 23%, no sharp cut-off; inactive means mostly below about 18%;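 further: 0% = cells with DMSO and 100% = no-cell wells with DMSO; some compounds called inactive have numbers as strong as hits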
Target sequence (P47898 whole entry, looked up): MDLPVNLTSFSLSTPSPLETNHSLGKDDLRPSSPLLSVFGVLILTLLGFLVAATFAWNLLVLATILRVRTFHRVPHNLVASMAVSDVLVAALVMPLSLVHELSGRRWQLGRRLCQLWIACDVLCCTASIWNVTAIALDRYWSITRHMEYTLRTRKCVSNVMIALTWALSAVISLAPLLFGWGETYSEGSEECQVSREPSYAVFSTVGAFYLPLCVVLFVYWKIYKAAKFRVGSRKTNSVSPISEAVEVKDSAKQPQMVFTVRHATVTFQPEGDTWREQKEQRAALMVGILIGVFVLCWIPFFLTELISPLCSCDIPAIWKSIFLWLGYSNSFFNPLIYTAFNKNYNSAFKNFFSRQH
phage Ecoli inh = E. coli growth loss with phage present | 360,000 tested, 0.26% active | inhibition, % at 11.9 µM | growth absorbance | AID 651602; in the data active means inhibition above about 11%
Ecoli viability = reduces bacterial viability in AddAB counter-screen; E. coli V3065 growth, OD600 absorbance, 18 h; inhibition, % at 11.9 µM; 330,000 tested, 0.27% active; AID 449728;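 active means inhibition above the campaign's mean inhibition across all tested compounds plus 3 SD, cut at about 9.9% in these data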;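 further: uninfected addAB+ strain grown without phage in ampicillin broth; 0% = DMSO wells and 100% = ciprofloxacin 0.95 µg/ml wells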
Mot1-301 SUMO = blocks SUMOylation pathway, rescuing yeast Mot1-301 growth. S. cerevisiae Mot1-301 growth rescue, ATP luminescence, 38.5C; percent above DMSO median, 100 means doubled. growth rescue, % at 18.8 µM. 320,000 tested, 1% active. AID 2716;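 active means every valid replicate shows activation above 250% relative to neutral control wells; inactive means the rest, any valid replicate at or below 250%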;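 further: OY570 slx delta 5 strain wells were the positive control but not used for scaling; some compounds called inactive have numbers as strong as hits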
MOR-DOR ag = agonists of human mu-delta opioid receptor heterodimerization; P35372+P41143; cells, OPRM1-OPRD1 heterodimerization, luminescence; activation, % at 9.3 µM; 340,000 tested, 0.3% active; in the data active means activation above about 18%;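 further: 0% = vehicle-treated cells and 100% = reference agonist; values of inactives mirror those of a sister screen read the other way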
AddAB inh = less growth of phage-infected E. coli with AddAB; 330,000 tested, 0.29% active; AID 435030; inhibition, % at 11.9 µM; E. coli expressing H. pylori AddAB, absorbance growth; in the data active means inhibition above about 12%;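 further: 0% = vehicle wells of infected cells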
PfHsp90 set2 = reduces growth (ATP signal) of yeast expressing P. falciparum Hsp90 | S. cerevisiae expressing PfHsp90, BacTiter-Glo ATP, 48 h; yeast lacking PDR1 and PDR3 efflux regulators | inhibition, % at 9.4 µM | 310,000 tested, 0.32% active;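 active means every replicate shows inhibition above about 80%, whatever the replicate mean, limit read from the data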;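 further: 0% = DMSO neutral controls and 100% = 20 µM radicicol positive controls; yeast relying on Plasmodium falciparum Hsp90 in place of its own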
* hit, by the source's call; i = inactive; · = not tested or not shown.

| No. | SMILES | PKA-R1A act | MOR-DOR inv ag | Tat transport | PKA-R2B act | HTR5A inv ag | phage Ecoli inh | Ecoli viability | Mot1-301 SUMO | MOR-DOR ag | AddAB inh | PfHsp90 set2 |
| --- | --- | --- | --- | --- | --- | --- | --- | --- | --- | --- | --- | --- |
| 1 | COc1ccc(/C([O-])=C(/C(=S)Nc2ccc(C)c(C)c2)n2c[n+](C)c3ccccc32)cc1OC | -2 | · | 5 | 2 | · | 2.4 | 3.7 | -5 | · | 2.1 | -12 |
| 2 | CCOC(=O)c1c(NC(=O)CSc2n[nH]c(-c3ccco3)n2)sc(C)c1C | -6 | 0 | 8 | 6 | -24 | 1.1 | -1.5 | 85 | 0.0 | 2.9 | · |
| 3 | COc1cccc(COCCN2CCN(S(=O)(=O)c3ccc(C)cc3)CCC2=O)c1 | -2 | 5 | 0 | -5 | 4 | 0.2 | -1.6 | -12 | -1.1 | 0.8 | -27 |
| 4 | COC(=O)Cn1c(O)c(N=NC(=O)CNC(=O)c2ccc3c(c2)OCCO3)c2ccccc21 | 3 | 17 | -1 | -3 | 16 | -0.6 | 0.0 | 13 | -3.3 | 1.6 | -5 |
| 5 | Cn1c(=O)c2sccc2n2c(CCCC(=O)N3CCN(c4ccccn4)CC3)nnc12 | 6 | 14 | -3 | 5 | 9 | -0.1 | -1.1 | 19 | -2.8 | 0.3 | 30 |
| 6 | COc1ccc(S(=O)(=O)NCC(=O)NCc2cc(=O)n(C)c(=O)n2C)cc1F | -3 | 2 | -1 | 4 | -10 | 3.2 | -2.0 | -3 | -0.4 | 2.8 | -7 |
| 7 | COc1cc(OC)nc(NC(=O)CN2CCN(c3ccc(F)cc3)CC2)n1 | -10 | 7 | 0 | -5 | -15 | · | 1.0 | -7 | -1.3 | 0.8 | · |
| 8 | Cc1ccc(NC(=O)NCCCN2CCOCC2)cc1 | -2 | 13 | -3 | 8 | 8 | 2.1 | 1.0 | 1 | -3.1 | 2.9 | 27 |
| 9 | Cc1ccc(C(=O)CSc2nccn2-c2ccccc2)cc1 | 0 | -4 | 0 | -24 | -8 | 3.2 | -2.5 | -2 | 0.9 | 2.7 | -19 |
| 10 | O=C(N1CCOCC1)N(Cc1ccccc1)c1ccccn1 | 1 | 12 | 0 | 5 | -5 | 2.9 | -0.5 | 49 | -1.9 | 2.5 | 4 |
| 11 | CCN1CC2=C(OC(N)=C(C#N)C2c2cccs2)/C(=C\c2cccs2)C1 (stereo unspecified) | -2 | 13 | 6 | 1 | 23 | 0.1 | -0.6 | 3 | -2.3 | -0.3 | 17 |
| 12 | CC(C)n1c(O)c(N=NC(=O)Cn2ccc(C(F)(F)F)n2)c2ccccc21 | -3 | -4 | -2 | -4 | -17 | 1.1 | -1.7 | 3 | 0.7 | 2.4 | -9 |
| 13 | c1cncc(CNc2ccc3c(c2)OCO3)c1 | -5 | -1 | -12 | -11 | -4 | 0.3 | -0.2 | 47 | 0.3 | 2.8 | 12 |
| 14 | O=C1NCCOC(=O)[C@H](Cc2ccc(F)cc2)C/C=C\C[C@H]1CC(=O)N(CCO)Cc1ccccc1 | -4 | 8 | -1 | -4 | 15 | -0.1 | -2.5 | · | -1.7 | 3.5 | 0 |
| 15 | COc1ccc(-c2c(-c3cc(OC)cc(OC)c3)n(C)c3ccc(-c4cccc5[nH]ccc45)cc23)cc1 | -6 | 11 | -5 | -12 | -29 | -0.4 | -0.2 | -16 | -1.9 | -0.1 | -12 |
| 16 | CC(C)N(C(=O)[C@H]1C[C@H](CC(=O)NCCCn2ccnc2)C(=O)N2CCc3c([nH]c4cc(-c5ccco5)ccc34)[C@]12C)C(C)C | -5 | 12 | -3 | 2 | -8 | 0.7 | -1.4 | · | -2.4 | -2.2 | -3 |
| 17 | Cc1sc2ncn(CC(=O)NCCCC(=O)N3CCN(Cc4ccc5c(c4)OCO5)CC3)c(=O)c2c1C | 3 | 3 | -4 | 4 | 5 | -0.8 | 1.4 | -5 | -0.7 | 2.6 | -11 |
| 18 | O=C(OCC1OC(n2ccc(=O)[nH]c2=O)C(Cl)C1O)c1ccccc1 (stereo unspecified) | 3 | 1 | -12 | -6 | -8 | 1.4 | · | 32 | -0.3 | · | 0 |
| 19 | Cc1cc(=O)oc2cc(O[C@@H]3O[C@H](CO)[C@@H](O)[C@H](O)[C@H]3O)ccc12 | 4 | 15 | -1 | -5 | 14 | 1.4 | -1.7 | 29 | -3.0 | -0.2 | -24 |
| 20 | COc1ccc(C)cc1N=Nc1ccc(O)c2ncccc12 | 2 | -23 | -7 | 5 | 24 | 18* | · | · | 3.7 | · | 109* |
| 21 | CCn1cc(C(=O)N2CCCC(C(=O)c3ccc4ccccc4c3)C2)cn1 (stereo unspecified) | -3 | -1 | -8 | 10 | -14 | 1.5 | 2.1 | -3 | 0.2 | 3.3 | 13 |
| 22 | COc1ccc(C2C(C#N)=C(N)OC3=C2C(=O)CC(C)C3)c(OC)c1OC (stereo unspecified) | -7 | 6 | 2 | 0 | 2 | 4.3 | 1.2 | i | -1.2 | 3.9 | · |
| 23 | CN(CC(=O)Nc1ccc(F)cc1)S(=O)(=O)c1ccc2c(c1)c(=O)n(C)c(=O)n2C | 1 | 0 | 1 | -4 | 15 | 0.9 | -0.5 | -4 | -0.1 | 2.0 | -2 |
| 24 | COc1ccc(Cl)cc1C(=O)Nc1ccc2c(c1)OCO2 | -2 | 15 | 0 | -13 | -14 | 0.1 | 0.0 | -24 | -2.6 | -0.7 | · |
| 25 | CCOC(=O)C1(CC2CC2)CCN(Cc2cnc(-c3ccc(OC)cc3)nc2)CC1 | -4 | -44 | -5 | -8 | 0 | 1.9 | 0.6 | 11 | 8.7 | 4.8 | -14 |
| 26 | c1coc(CSCc2cn3cccnc3n2)c1 | -4 | 8 | 2 | -1 | -7 | 1.7 | -1.3 | 7 | -1.4 | -3.1 | 9 |
| 27 | CC1(C)CC(=O)C2=C(C1)N(c1ccccc1)C(N)=C(C#N)C2c1ccsc1 (stereo unspecified) | 9 | 5 | 4 | 12 | 0 | 4.2 | 0.5 | · | -0.8 | -0.2 | 18 |
| 28 | Oc1[nH]c2ccc(Br)cc2c1N=NC(=S)N1CCOCC1 | -12 | 12 | 23 | -8 | 26 | -2.8 | -6.0 | 240 | -2.3 | -2.6 | -115 |
| 29 | COc1ccc(-c2cc(C)nc(SCc3cccc(C(=O)O)c3)n2)cc1 | 14 | -2 | -1 | 5 | 34 | 2.0 | -0.9 | -7 | 0.3 | 4.8 | 6 |
| 30 | COc1ccc(C2C(C(=O)NCc3ccccn3)c3ccccc3C(=O)N2C)cc1OC (stereo unspecified) | -12 | 15 | -5 | -4 | 4 | 1.3 | -0.5 | -1 | -2.3 | 1.7 | 55 |
| 31 | O=C(OCCN1CCCCC1)C1(c2ccccc2)CCCC1 | 2 | -1 | 3 | 1 | 8 | 1.0 | -0.2 | -1 | 0.1 | 2.9 | -3 |
| 32 | N#Cc1cc([N+](=O)[O-])ccc1NC(=O)COC(=O)C1CCC(=O)N1 (stereo unspecified) | -5 | 12 | -4 | 20* | 7 | -0.1 | -0.1 | -23 | -2.4 | -0.9 | -2 |
| 33 | c1cncc(-c2nc(NCC3CCCO3)c3ccccc3n2)c1 (stereo unspecified) | -8 | 6 | 0 | -4 | -41 | · | 3.1 | 5 | -0.9 | 4.0 | -2 |
| 34 | COc1cccc(CNC(=O)CCN2C(=O)[C@@H]3Cc4ccccc4CN3C2=O)c1 | -4 | 10 | 8 | -3 | -5 | 2.0 | -2.5 | 14 | -2.0 | 0.9 | 11 |
| 35 | Cc1ccc(S(=O)(=O)N2CCC(C(=O)N3CCC3)CC2)cc1 | -2 | 4 | -10 | 9 | -32 | 3.4 | -0.1 | 11 | -0.5 | 0.2 | -10 |
| 36 | COc1cc(C(=O)Nc2nnc(C3CC3)s2)ccc1OCc1c(C)noc1C | -2 | 14 | 0 | 1 | -2 | -2.2 | 3.6 | 163 | -2.9 | 0.2 | -5 |
| 37 | O=C(O)c1ccc(COc2ccccc2/C=C2\NC(=O)N(Cc3ccc(F)cc3)C2=O)cc1 | 1 | 14 | -12 | 3 | -2 | 5.4 | 0.0 | 6 | -2.4 | 3.9 | -12 |
| 38 | CCC1CCCCN1S(=O)(=O)c1ccc(C(=O)Nc2nnc(-c3ccccc3Cl)o2)cc1 (stereo unspecified) | 7 | -7 | 1 | 2 | -16 | · | -4.7 | 14 | 1.2 | -1.9 | -45 |

A draw from above in order of SMILES length, smallest number first:
| No. | SMILES | PKA-R1A act | MOR-DOR inv ag | Tat transport | PKA-R2B act | HTR5A inv ag | phage Ecoli inh | Ecoli viability | Mot1-301 SUMO | MOR-DOR ag | AddAB inh | PfHsp90 set2 |
| --- | --- | --- | --- | --- | --- | --- | --- | --- | --- | --- | --- | --- |
| 26 | c1coc(CSCc2cn3cccnc3n2)c1 | -4 | 8 | 2 | -1 | -7 | 1.7 | -1.3 | 7 | -1.4 | -3.1 | 9 |
| 31 | O=C(OCCN1CCCCC1)C1(c2ccccc2)CCCC1 | 2 | -1 | 3 | 1 | 8 | 1.0 | -0.2 | -1 | 0.1 | 2.9 | -3 |
| 24 | COc1ccc(Cl)cc1C(=O)Nc1ccc2c(c1)OCO2 | -2 | 15 | 0 | -13 | -14 | 0.1 | 0.0 | -24 | -2.6 | -0.7 | · |
| 33 | c1cncc(-c2nc(NCC3CCCO3)c3ccccc3n2)c1 (stereo unspecified) | -8 | 6 | 0 | -4 | -41 | · | 3.1 | 5 | -0.9 | 4.0 | -2 |
| 29 | COc1ccc(-c2cc(C)nc(SCc3cccc(C(=O)O)c3)n2)cc1 | 14 | -2 | -1 | 5 | 34 | 2.0 | -0.9 | -7 | 0.3 | 4.8 | 6 |
| 36 | COc1cc(C(=O)Nc2nnc(C3CC3)s2)ccc1OCc1c(C)noc1C | -2 | 14 | 0 | 1 | -2 | -2.2 | 3.6 | 163 | -2.9 | 0.2 | -5 |
| 22 | COc1ccc(C2C(C#N)=C(N)OC3=C2C(=O)CC(C)C3)c(OC)c1OC (stereo unspecified) | -7 | 6 | 2 | 0 | 2 | 4.3 | 1.2 | i | -1.2 | 3.9 | · |
| 30 | COc1ccc(C2C(C(=O)NCc3ccccn3)c3ccccc3C(=O)N2C)cc1OC (stereo unspecified) | -12 | 15 | -5 | -4 | 4 | 1.3 | -0.5 | -1 | -2.3 | 1.7 | 55 |
| 34 | COc1cccc(CNC(=O)CCN2C(=O)[C@@H]3Cc4ccccc4CN3C2=O)c1 | -4 | 10 | 8 | -3 | -5 | 2.0 | -2.5 | 14 | -2.0 | 0.9 | 11 |
| 38 | CCC1CCCCN1S(=O)(=O)c1ccc(C(=O)Nc2nnc(-c3ccccc3Cl)o2)cc1 (stereo unspecified) | 7 | -7 | 1 | 2 | -16 | · | -4.7 | 14 | 1.2 | -1.9 | -45 |
| 23 | CN(CC(=O)Nc1ccc(F)cc1)S(=O)(=O)c1ccc2c(c1)c(=O)n(C)c(=O)n2C | 1 | 0 | 1 | -4 | 15 | 0.9 | -0.5 | -4 | -0.1 | 2.0 | -2 |
